PME-1 primary: PME-1 inhibitors via competitive probe labeling, primary screen, biochemical, fluorescence polarization, FP-Rh probe, HTS | recombinant PME-1 | inhibition, % at 5.9 µM | 320,000 tested, 0.53% active | AID 2130, 2009 | Protein phosphatase methylesterase 1 (Homo sapiens), Q9Y570;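 active = inhibition above the campaign mean of all compounds plus 3 SD, cut at about 26% in these data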;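 note: competitive labeling of PME-1 active site by serine hydrolase directed probe; 0% = PME-1 with DMSO and 100% = wells lacking PME-1 enzyme; inhibitors block probe labeling so polarization falls and inhibition rises; many of its hits are not listed in these tables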
MEX-5 binding: MEX-5 zinc finger RNA-binding disruptors – biochemical, C. elegans, fluorescence polarization, MLPCN library, primary screen; Zinc finger protein mex-5 (Caenorhabditis elegans), Q9XUB2; MEX-5/FITC-TCR2 RNA binding; active compounds read low; activity score (negative = inhibition of binding), % at 10 µM; 300,000 tested, 0.38% active; AID 1832, 2009;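 active = inhibition past about -25% in most replicates, and total fluorescence under double the plate's negative control median, limit read from the data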;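 note: 0% = DMSO and -100% = 5 µM competing unlabeled TCR2 RNA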
Target sequence (Q9XUB2 whole entry, looked up): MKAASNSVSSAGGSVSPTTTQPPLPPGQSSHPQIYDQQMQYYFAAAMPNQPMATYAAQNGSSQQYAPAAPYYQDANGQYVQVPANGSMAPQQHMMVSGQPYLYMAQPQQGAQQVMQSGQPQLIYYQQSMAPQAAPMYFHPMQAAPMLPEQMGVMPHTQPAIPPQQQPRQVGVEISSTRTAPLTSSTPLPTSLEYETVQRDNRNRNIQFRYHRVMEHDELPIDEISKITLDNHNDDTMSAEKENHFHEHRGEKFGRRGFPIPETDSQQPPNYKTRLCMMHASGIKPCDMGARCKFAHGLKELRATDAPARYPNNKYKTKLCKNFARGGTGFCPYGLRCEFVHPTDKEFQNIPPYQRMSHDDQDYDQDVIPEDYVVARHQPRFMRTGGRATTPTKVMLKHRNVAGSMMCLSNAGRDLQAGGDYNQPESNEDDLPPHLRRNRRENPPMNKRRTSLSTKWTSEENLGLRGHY
BCLXL inh: inhibitors of human Bcl-xL, primary screen, biochemical, fluorescence polarization, HTS; inhibition, % at 10.9 µM; 320,000 tested, 0.7% active; GST-Bcl-xL / FITC-Bim BH3 peptide fluorescence polarization; Bcl-2-like protein 1 (Homo sapiens), Q07817;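 active = inhibition above the mean of all tested compounds plus 3 SD, cutoff set per campaign, cut at about 30% in these data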;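 note: 0% = DMSO wells and 100% = unlabeled Bim-BH3 peptide competitor; inhibitors lower millipolarization by displacing the labeled peptide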
GLD-1 TGE inh: GLD-1/TGE RNA complex disruptors, primary screen, biochemical, fluorescence polarization; inhibition, % at 5.96 µM; Female germline-specific tumor suppressor gld-1 (Caenorhabditis elegans), Q17339; purified GLD-1 + fluorescein TGE RNA; 320,000 tested, 0.44% active;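 active = percent inhibition above a per-plate cutoff, the plate mean of test compounds plus 3 SD, cut at about 30% in these data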;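 note: 0% = DMSO wells with GLD-1 and probe and 100% = wells lacking GLD-1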
Target sequence (Q17339 whole entry, looked up): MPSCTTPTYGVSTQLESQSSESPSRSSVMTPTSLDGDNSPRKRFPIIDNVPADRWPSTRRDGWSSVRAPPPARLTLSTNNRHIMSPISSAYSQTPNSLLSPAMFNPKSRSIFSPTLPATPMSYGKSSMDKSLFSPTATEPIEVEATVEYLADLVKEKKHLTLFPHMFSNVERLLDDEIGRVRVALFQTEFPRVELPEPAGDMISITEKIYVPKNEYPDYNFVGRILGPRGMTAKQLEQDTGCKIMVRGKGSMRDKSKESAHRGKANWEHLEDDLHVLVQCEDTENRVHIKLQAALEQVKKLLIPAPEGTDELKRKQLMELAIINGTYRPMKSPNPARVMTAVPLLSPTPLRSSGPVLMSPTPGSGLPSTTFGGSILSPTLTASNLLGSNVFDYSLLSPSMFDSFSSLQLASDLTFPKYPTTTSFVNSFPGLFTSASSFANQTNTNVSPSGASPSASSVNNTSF
MCL1-BIM inh: inhibitors of MCL1 binding to BIM-BH3, primary screen, biochemical, fluorescence polarization; Induced myeloid leukemia cell differentiation protein Mcl-1 (Homo sapiens), Q07820; AID 2057, 2009; GST-MCL1 / FITC-Bim-BH3 fluorescence polarization; 320,000 tested, 0.68% active; inhibition, % at 10.9 µM;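 active = inhibition above the mean inhibition of all tested compounds plus 3 SD, set per campaign, cut at about 40% in these data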;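 note: 0% = DMSO wells and 100% = unlabeled Bim-BH3 peptide control; higher means more loss of mP so more displacement of Bim peptide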
Fam108B inh: mouse Fam108B serine hydrolase inhibitors, primary screen, counter-screen for RBBP9 inhibitor project, biochemical, fluorescence polarization | AID 1947, 2009 | recombinant Fam108B, FP-Rh probe fluorescence polarization | 300,000 tested, 0.33% active | inhibition, % at 9.51 µM;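 active = inhibition above the screen mean inhibition plus 3 SD, computed separately per campaign, cut at about 18% in these data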;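 note: inhibitors lower polarization as less probe binds the enzyme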
Efflux pump inh: inhibitors of Candida efflux pumps in yeast, primary screen, S. cerevisiae, Nile Red, multiplex | S. cerevisiae Candida pump triplex | inhibition, % at 10 µM | 330,000 tested, 0.44% active;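 active = plate passing quality check with inhibition over a set limit, or well fluorescence over plate mean plus 4 SD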;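 note: Nile Red retained in pooled yeast measured as flow cytometry median fluorescence; 0% = buffer negative control and 100% = Enniatin B positive control; higher means more Nile Red kept so more efflux inhibition; some compounds called inactive have numbers as strong as hits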
VLA-4 inh: inhibition in human VLA-4 binding assay, primary screen, VLA-4 allosteric modulator project, MLPCN library, flow cytometry, VLA-4 expressing cells; Integrin alpha-4 (Homo sapiens), P13612; AID 2557, 2010; ligand binding flow cytometry; inhibition, % (about 7 µM as worked out from the volumes in the protocol); 330,000 tested, 0.2% active; in the data active = inhibition above about 50%
GRK2 aptamer HTS: compounds blocking aptamer binding on GRK2 – biochemical, human GRK2, bead flow cytometry, HTS, primary screen | AID 488847, 2010 | 330,000 tested, 0.59% active | inhibition of aptamer binding, % at 10 µM | FAM-aptamer displacement from GRK2;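 active = inhibition of aptamer binding above 40%, roughly 3 SD of noise, on plates passing a quality check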;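 note: median bead fluorescence of bound FAM aptamer so fluorescent compounds give negative values; no value below 0 was filed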
Active calls of the source: *; x = not tested or not shown. Not all compounds are listed (hit frequency here may not be typical).

Every second line gives: MEX-5 binding	Fam108B inh	Efflux pump inh	GLD-1 TGE inh	MCL1-BIM inh	PME-1 primary	BCLXL inh	VLA-4 inh	GRK2 aptamer HTS
> COc1cccc(C2=CC(=O)CC(C)(C)C2)c1OC
 : x	x	0.0	5.2	5.0	1.9	1.7	1.4	0.0
> CCCOc1cccc(C(=O)NCCNC(=O)c2ccccn2)c1
 : -0.6	0.5	-0.2	2.4	6.5	-3.1	1.8	5.2	0.0
> CCCSc1ccc([C@H]2N[C@@](C)(C(=O)OC)[C@H]3C(=O)N(CC)C(=O)[C@@H]23)cc1
 : x	x	0.1	4.2	x	x	x	13.6	0.0
> Cc1ccnc(NS(=O)(=O)c2ccc(CC(C)C)cc2)c1
 : 2.1	0.4	0.0	6.7	4.4	-0.4	4.8	-8.0	3.0
> CC(C)n1c(C(F)(F)F)nc2cc(C(=O)N3CCCCC3)ccc21
 : -1.0	2.1	0.0	-2.3	2.3	2.3	6.2	7.2	1.0
> CC(C)(C)c1ccc(C(=O)OCc2c(-c3ccccc3)ncc3ccccc23)cc1
 : x	x	0.1	-0.9	x	x	x	-2.6	0.0
> CN(C)c1ccc(C(=O)/C=C/c2ccco2)cc1
 : 0.6	7.0	-0.1	1.6	1.5	0.9	5.0	-7.5	9.0
> O=C(N1CCCCC1)N1CCCN(C(=O)N2CCCCC2)CC1
 : -0.9	-1.4	-0.1	2.1	-0.8	-3.2	0.2	5.3	0.0
> COc1ccc(S(=O)(=O)N(C)C[C@H]2Oc3ccc(NS(=O)(=O)c4ccccc4)cc3CC(=O)N([C@H](C)CO)C[C@@H]2C)cc1
 : x	x	0.3	-2.2	x	x	x	0.1	7.0
> CC(C(=O)NCCS(=O)(=O)c1ccc(Br)cc1)S(=O)(=O)c1ccc(Cl)cc1 (stereo not drawn)
 : 0.5	-2.0	-0.1	6.8	-4.2	10.5	0.1	11.4	1.0
> COc1ccccc1-n1cc(CN2CCN(CC=C(C)C)C(CCO)C2)cn1 (stereo not drawn)
 : -0.3	-0.6	0.0	-2.8	-7.2	5.6	-5.6	-1.0	1.0
> CC(=O)Nc1ccc(S(=O)(=O)Nc2nccc(/C=C/c3ccc(Cl)cc3)n2)cc1
 : -3.5	-5.3	-0.2	3.3	-7.3	-5.6	2.7	x	0.0
> Cc1cnn(C(=S)NCC2CCCO2)c1 (stereo not drawn)
 : -0.4	3.3	0.0	-5.1	2.3	3.5	0.7	-4.6	0.0
> O=C(N1CCCC1)C12CCC3CC(CC(C3)C1)C2
 : 1.9	2.2	-0.2	-0.8	3.6	4.1	1.8	4.3	2.0
> CC1CCCN(CC(O)COc2ccc(-c3ccccc3)cc2)C1 (stereo not drawn)
 : 0.2	-0.8	0.1	0.0	9.2	-1.2	2.4	7.9	0.0
> CCOc1ccc2nc(NC(=O)c3cccc(-c4cc5ccccc5oc4=O)c3)sc2c1
 : -1.7	-28.7	0.0	2.4	-20.8	-37.7	-20.7	-0.9	0.0
> Cc1ccccc1OCC(=O)NCC(=O)OCc1ccc(Br)cc1
 : -0.8	-3.0	0.3	-1.9	0.2	-8.2	-1.6	-1.9	0.0
> Cc1ccc(OCC(=O)Oc2c(C)cccc2C)cc1
 : 2.1	0.1	-0.2	1.1	2.0	-5.8	2.1	0.7	0.0
> O=C(CN(C(=O)CCC(=O)Nc1ccccn1)c1ccccc1F)NCc1ccc2c(c1)OCO2
 : -3.1	0.7	0.2	-3.8	-7.0	-1.0	2.0	12.0	2.0
> COC(=O)c1sccc1NS(=O)(=O)c1ccc(OC)cc1
 : 0.3	-1.7	0.0	4.2	4.9	5.9	7.8	-10.1	1.0
> O=C(C1=COCCO1)N1CCN(c2nc3ccc([N+](=O)[O-])cc3s2)CC1
 : 1.4	2.7	-0.1	1.4	1.4	6.5	5.7	2.2	3.0
> N#Cc1nc(-c2cccc3ccccc23)oc1NCCN1CCCCC1
 : -0.8	-1.0	0.1	-4.8	11.9	12.3	6.0	32.8	0.0
> O=C(NCc1ccccc1CN1CCCC1)c1cc2cc(Cl)ccc2o1
 : x	x	0.0	4.4	9.3	-2.6	-0.5	5.6	0.0
> CNC(=O)Cn1nc(C)c2ccccc2c1=O
 : -0.2	-0.1	-0.3	0.3	2.0	-2.1	3.4	1.6	1.0
> CCOC(=O)C(CC)n1cnc2c(oc3ccccc32)c1=O (stereo not drawn)
 : 0.3	-6.1	0.0	-7.7	5.9	-1.9	2.6	-6.7	3.0
> COc1ccc(OCc2cc(=O)c3ccc4c(c3o2)C=CC(C)(C)O4)cc1OC
 : x	x	0.5	6.2	x	x	x	0.2	0.0
> Cc1ccc(-n2c(SCC(=O)N3CCOCC3)nnc2-c2ccncc2)cc1C
 : -2.7	3.8	0.2	2.4	-0.8	4.5	2.5	-1.7	0.0
> O=C(NC1CCN(C(=O)c2cccc([N+](=O)[O-])c2)CC1)c1ccccc1
 : -1.5	-1.6	0.0	-3.1	-8.7	-2.2	1.5	7.4	98.0*
> O=C(c1ccccc1)N1CCC(c2nc3c(nnn3Cc3ccco3)c(=O)[nH]2)CC1
 : 1.0	-3.2	0.2	4.3	2.3	-4.0	4.2	-4.6	4.0
> CCn1c(SCC(=O)Nc2ccc(OC)cc2)nc2nc3c(cc2c1=O)COC(C)(C)C3
 : x	-0.4	0.0	-4.6	2.4	1.9	-1.8	15.4	2.0

Reprinted at random: 2 compounds from above.
Every second line gives: MEX-5 binding	Fam108B inh	Efflux pump inh	GLD-1 TGE inh	MCL1-BIM inh	PME-1 primary	BCLXL inh	VLA-4 inh	GRK2 aptamer HTS
> COc1ccc(OCc2cc(=O)c3ccc4c(c3o2)C=CC(C)(C)O4)cc1OC
 : x	x	0.5	6.2	x	x	x	0.2	0.0
> CC1CCCN(CC(O)COc2ccc(-c3ccccc3)cc2)C1 (stereo not drawn)
 : 0.2	-0.8	0.1	0.0	9.2	-1.2	2.4	7.9	0.0

The list continues.
Every second line gives: MEX-5 binding	Fam108B inh	Efflux pump inh	GLD-1 TGE inh	MCL1-BIM inh	PME-1 primary	BCLXL inh	VLA-4 inh	GRK2 aptamer HTS
> CC1CCCCC1NC(=O)c1ccc(S(=O)(=O)NCC2CCCO2)cc1 (stereo not drawn)
 : 1.7	0.9	-0.1	-6.2	3.9	-2.9	0.3	-2.8	0.0
> Cc1ccccc1-c1nc(CS(=O)CC(=O)NC2CC2)c(C)o1 (stereo not drawn)
 : -1.3	-6.0	0.8	5.7	2.6	-4.6	5.7	2.4	2.0
> CCOC(=O)c1cc(C)n(Cc2cccc(OC)c2OC)c1C
 : 3.9	-1.7	0.3	3.9	-0.6	0.7	4.0	0.0	3.0
> O=C(Nc1ccccc1C(F)(F)F)N1CCN(c2ccc3nncn3n2)CC1
 : -1.0	-2.4	0.1	2.1	-1.4	-0.9	-0.5	1.1	0.0
> Cc1ccc(C(=O)Nc2ccncc2)o1
 : -1.2	2.8	-0.1	4.9	4.2	1.7	7.2	7.3	2.0
> Cc1ccc(C)c(NC(=O)c2cc(C)nc3ccccc23)c1
 : -2.6	-4.1	-0.1	-6.9	-1.6	-2.5	1.2	-1.9	0.0
> COc1ccc(N2CCN(C(=O)CCCN3C(=O)c4cccc5cccc(c45)C3=O)CC2)cc1
 : -2.2	1.0	-0.1	4.8	-1.1	2.8	-0.7	-7.9	0.0
> COc1ccccc1CNC(=O)CN1C(=O)CSc2ccc(S(=O)(=O)N3CCCC3)cc21
 : 1.2	3.0	0.1	-3.2	10.9	3.3	4.1	0.8	0.0
> CCCC(=O)Nc1ccc(NC(=O)c2ccccc2F)cn1
 : 1.8	-2.1	0.1	2.4	3.6	1.3	2.5	14.9	1.0
> COc1cccc(NC(=O)COC(=O)Cn2c(C)csc2=O)c1
 : x	x	-0.1	2.2	-10.9	1.0	-11.7	18.9	4.0
> CC(C)(C)C(=O)c1no[n+]([O-])c1/C(=N/O)C(C)(C)C
 : 0.1	-2.2	0.1	-1.1	1.6	-3.1	-0.8	4.6	2.0
> Cc1ccc(SCCNC(=O)c2cccc([N+](=O)[O-])c2C)cc1
 : -2.4	-0.2	0.0	-1.9	-6.4	-11.0	-3.0	31.9	1.0
> Cn1c(COc2ccccc2O)[n+](C)c2ccccc21
 : -0.3	1.9	-0.1	7.2	-1.5	5.3	-2.1	-8.5	1.0
> Cc1cccc(NC(=O)c2ccccc2OCC(=O)N2CCOCC2)c1C
 : -0.9	4.6	0.0	0.1	-2.4	-0.1	-16.4	12.5	2.0
> COc1cccc(-n2c(CN3CCN(c4ccccc4)CC3)nc3ccc([N+](=O)[O-])cc3c2=O)c1
 : -2.1	-2.6	-0.6	6.1	-0.3	-2.9	8.2	7.2	4.0
> CC(C)c1cc(N2CCN(C(=O)c3ccco3)CC2)n2c(nc3ccccc32)c1C#N
 : 2.6	5.5	0.3	-4.4	3.9	-0.2	10.3	-35.0	5.0
> C=CCN(CC=C)C(=O)CN1C(=O)NC(c2ccccc2)(c2ccccc2)C1=O
 : 1.0	-1.1	0.3	-2.1	-3.7	-4.9	5.5	3.4	1.0
> CCN(C(=O)COc1ccc(C(=O)c2ccccc2)cc1)c1ccccc1
 : -0.3	2.2	-0.1	-2.6	-3.3	-1.5	1.0	-0.4	0.0
> CCOC(=O)C1(CCOc2ccccc2)CCN(Cc2cccc(-n3cccn3)c2)CC1
 : 2.5	-5.6	0.0	7.2	-4.5	6.6	5.4	1.5	0.0
> Cc1cc(C)n(C(=O)c2cc3c(s2)CCCC3)n1
 : -0.7	1.0	-0.1	-0.9	-0.7	-1.1	-0.4	-3.3	2.0
> COC(=O)Cc1cc(=O)[nH]c(/N=C(\N)Nc2ccccc2C)n1
 : -0.3	3.3	-0.1	4.8	1.7	6.0	1.4	10.5	2.0
> CC(C)(C)NC(=O)CN(C(=O)CS(=O)CC(=O)Nc1ccc(F)cc1)c1ccc(F)c(Cl)c1 (stereo not drawn)
 : 0.0	1.2	-0.1	6.9	1.1	-4.5	-2.3	9.2	2.0
> COc1ccc(CCNC(=S)N2CCN(S(=O)(=O)c3cccc(F)c3)CC2)cc1
 : 1.7	1.3	0.0	13.7	7.1	6.7	1.3	-16.8	2.0
> Cc1ccc(C)c(NC(=O)c2nnn(Cc3ccccc3C)c2N)c1
 : 1.4	-2.5	-0.1	3.1	5.9	2.6	5.3	-2.4	0.0
> Cc1ccc(C(=O)c2cn[nH]c2-c2cc(Cl)ccc2O)cc1
 : 0.4	0.9	-0.1	-1.6	7.2	-7.1	8.5	-8.6	0.0
> Cc1nnc(C)c2c(C)n(-c3ccc4ncccc4c3)c(C)c12
 : 0.2	-0.6	0.0	-16.5	15.8	2.0	12.4	3.3	4.0
> COc1ccc(OC)c(NC(=O)c2csc(Cl)c2OC)c1
 : -1.0	3.2	-0.1	-6.5	3.7	-3.5	3.2	-6.4	0.0
